XIAP displacement: XIAP antagonists, biochemical, IAP family, fluorescence polarization (AID 1018). XIAP BIR domain, fluorescence polarization peptide displacement; higher % means a stronger effect. displacement, % at 20 µM, or IC50 in µM where a hit was titrated. 0.007% of 200,000 active; in the data active means displacement above about 50%; further: a part of the inactive calls stands beside numbers as strong as those of hits
RSV CPE inhibition: inhibition of RSV-induced cytopathic effect – HEp-2 cells, primary 10 µM value included (AID 2391). 0.13% of 310,000 active. CPE inhibition, % at 10 µM; hits with a dose series show IC50 in µM. HEp-2 cells, RSV-induced CPE inhibition; higher % means a stronger effect; in the data active means a potency from the dose series; inconclusive means CPE inhibition mostly from about 23% at the one dose, without a potency; inactive means the rest, 99 in 100 with CPE inhibition below about 21%; further: strong numbers were not always called active
SIAH1 antagonists: blockers of Siah-1 interaction with plectin peptide – biochemical, fluorescence polarization, rhodamine-plectin, uHTS, primary screen (AID 1817) | Siah-1 / rhodamine-plectin peptide fluorescence polarization; higher % means a stronger effect | 0.02% of 290,000 active | displacement, % at 20 µM, or IC50 in µM where a hit was titrated;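 active means displacement of at least 50% at 20 µM, with a fluorescence ratio check between 0.3 and a set limit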;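 further: plate controls were Siah plus tracer with DMSO for no effect and tracer alone without Siah for full effect; strong numbers were not always called active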
Myeloid diff MLP: promotes myeloid progenitor differentiation; ER-HoxA9 myeloid progenitors, lysozyme-GFP differentiation, flow cytometry; calls only at 10 µM; 1% of 360,000 active; AID 624256;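 active means normalized GFP-positive differentiation at or above the plate's own cutoff, the solvent-only control mean plus 3 SD; inconclusive means no clear call, values can overlap the other calls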;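 further: cells exposed to compound for four days before flow analysis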
WT yeast gro inh: growth inhibition of WT yeast, mitochondrial fusion screen. AID 1362. 2.1% of 190,000 active. mitochondrial fusion phenotypic screen, WT strain. inhibition, % at 10 µM; in the data active means inhibition above about 58%; tested in S. cerevisiae
human PMI inhibitors: human PMI inhibitors, high substrate, primary screen, biochemical, fluorescence intensity, high mannose 6-phosphate (AID 1220); 0.66% of 190,000 active; recombinant PMI enzyme, coupled fluorescence intensity; higher % means a stronger effect; one-dose inhibition, % at 20 µM; IC50 in µM for titrated hits
Salmonella PhoP GFP: PhoP-dependent GFP reporter repression – Salmonella Typhimurium, primary screen (AID 1863). S. Typhimurium PhoP-regulated promoter GFP reporter, 4 h; higher % means a stronger effect. inhibition, % at 50 µM; hits with a dose series show IC50 in µM. 0.16% of 300,000 active;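 active means inhibition over 29.93%, a cutoff 3 SD above the screen mean, later confirmed by dose response; inconclusive means inhibition over 29.93% but no dose response follow-up; inactive means inhibition at most 29.93% or unconfirmed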;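 further: 0% = low Mg2+ inducing control and 100% = high Mg2+ repressing control; strong numbers were not always called active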
TNAP activators: stimulation of alkaline phosphatase TNAP activity – biochemical, luminescent, no phosphate acceptor, uHTS, primary screen (AID 1001); purified TNAP, luminescent activation assay, no phosphate acceptor; higher activation fold means a stronger effect; one-dose activation fold at 20 µM; EC50 in µM for titrated hits; 0.03% of 200,000 active; in the data active means activation fold from about 3, or a potency from the dose series; inactive means the rest, 99 in 100 with activation fold below about 1.6; further: many of its hits are not listed in these tables
human PMI inhibition: MPI enzyme activity inhibition – biochemical, fluorescence intensity, coupled assay, primary screen (AID 1209) | inhibition, % at 20 µM, or IC50 in µM where a hit was titrated | 0.42% of 190,000 active | purified PMI enzyme, coupled fluorescence intensity; higher % means a stronger effect;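 further: plate controls were DMSO vehicle for no effect and wells lacking substrate for full effect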
WT yeast gro inh mutant strain: recorded beside WT yeast gro inh, whose call it bears; inhibition, %; mitochondrial fusion phenotypic screen, mutant strain inhibition
Myeloid diff MLP GFP+ MAC1+ %: recorded beside Myeloid diff MLP, whose call it bears; GFP+ MAC1+ double positive, %; measured here: differentiation confirmed by MAC1 staining
The depositor's hits bear a star; i = inactive; u = inconclusive; x = no result given; + = active, no number. Unless noted, no stated cut-off is given here; in the data, active means inhibition above about 50%; inactive means the rest.

Values in the order – XIAP displacement, RSV CPE inhibition, SIAH1 antagonists, Myeloid diff MLP, Myeloid diff MLP GFP+ MAC1+ %, WT yeast gro inh, WT yeast gro inh mutant strain, human PMI inhibitors, Salmonella PhoP GFP, TNAP activators, human PMI inhibition
COc1c(C(=O)Nc2nnc(C3CC3)s2)csc1Cl
→ x, 1.5%, 2%, i, 0.6, x, x, x, -5%, x, x
Cc1ccc(CN(C)C2CCN(C)CC2)cc1
→ x, -0.4%, -4%, i, 0.3, x, x, x, -5%, x, x
CCCCN(Cc1ccccc1)S(=O)(=O)c1cc(Br)cc2c1N(C(C)=O)C(C)C2 (stereo unspecified)
→ 0.3%, 16%, -2%, i, 2.3, 49, 23, 4%, -10%, 1, 10%
Cn1c(=O)n(Cc2ccc(F)cc2)c(=O)c2c1nc1n2CCCN1Cc1ccccc1
→ -4.4%, u, -3%, i, 0.5, 40, 33, 9%, 11%, 1.1, 14%
NS(=O)(=O)c1ccc(CCNC(=O)CSCc2ccccc2)cc1
→ -5.4%, -0.3%, 0%, i, 0.7, 7, 14, -7%, 0%, 1.1, 4%
COc1ccc(C(=O)NCC(=O)OCC(=O)N(C)c2ccccc2)cc1
→ x, 0.9%, 9%, i, 0.6, x, x, x, -8%, x, x
Cc1onc(-c2ccccc2)c1C1=N/C(=C\c2ccccc2F)C(=O)O1
→ -6.9%, 1.3%, 6%, i, 0.5, -3, 8, -13%, -1%, 1.1, -14%
NC(=O)CC[C@@H]1NC(=O)[C@H](CO)NC(=O)c2cc([N+](=O)[O-])cc(I)c2NCCC[C@@H](C(N)=O)NC(=O)[C@H](Cc2ccc(O)cc2)NC1=O
→ -13%, 1.7%, -2%, x, x, -9, -6, -9%, 3%, 1.1, -20%
Cc1cc(NC(=O)CSc2nc(CC(C)(C)C)nc3c2c(=O)n(C)c(=O)n3C)no1
→ 2.6%, 1.6%, 1%, i, 2.9, 15, 10, 20%, 3%, 1, 21%
COc1cccc(-c2csc(N3CCN(C(=S)Nc4ccccc4Cl)CC3)n2)c1
→ -4.6%, 2.0%, 4%, i, 10, -13, -7, 17%, 2%, 1.1, 17%
C#CCNC(=O)C1=C[C@@H](c2ccc3c(c2)OCO3)[C@H](CCCO)[C@@H](OCC)O1
→ -12%, -0.9%, 1%, i, 1.4, -5, 2, 3%, -10%, 1.1, 9%
O=C(NCc1ccccc1)C(c1cccs1)N(Cc1cccs1)C(=O)c1cnccn1 (stereo unspecified)
→ -6.2%, 0.4%, -1%, i, 2.2, 16, -11, 6%, 0%, 1, 4%
CCC1=[N+]([O-])C(C)(/C(C)=N\O)N(O)C1(C)C (stereo unspecified)
→ -4.1%, 0.6%, 3%, i, 1.0, 13, 19, 5%, -22%, 0.9, 0%
CC(C)c1cccc(C(C)C)c1NC(=O)COc1nncc2ccccc12
→ -1.1%, 1.3%, 6%, i, 0.2, -6, -14, -2%, 3%, 1.2, -3%
Cc1ccccc1NS(=O)(=O)c1csc(C(N)=O)c1
→ x, 0.6%, 0%, i, 0.6, x, x, x, 3%, x, x
CCOc1nc(-c2ccc(OC)cc2)ccc1-c1noc(C)n1
→ -4.9%, 2.6%, -5%, i, 0.6, -11, -6, 12%, -4%, 1, 20%
CN(C)c1ccc(S(=O)(=O)c2ccc(Cl)cc2)cc1
→ -4.8%, 1.1%, 6%, i, 2.1, 37, -2, 10%, 11%, 1.1, 6%
Cc1cccc(/C=N/n2c(-c3ccco3)n[nH]c2=S)c1
→ x, 1.1%, -5%, i, 0.0, x, x, x, -5%, x, x
COc1ccc(/C=C2\SC(=S)N(CC(=O)OCC(=O)Nc3cc(Cl)cc(Cl)c3)C2=O)cc1
→ x, 1.8%, 8%, i, 0.7, x, x, x, -6%, x, x
Cn1c(C(N)=O)cnc1Sc1ncc(C(F)(F)F)cc1Cl
→ -5.2%, 2.2%, 5%, i, 0.6, -4, -11, 6%, 8%, 1.1, 4%
Cn1c(N2CCCC2)nc2c1c(=O)[nH]c(=O)n2C
→ x, 2.9%, -5%, i, 0.3, x, x, x, 13%, x, x
COc1ccc(Cn2cnc3c([N+](=O)[O-])c(C)c(C)cc32)cc1
→ -2.2%, u, 2%, i, 0.5, 3, 19, 6%, 1%, 1.1, 10%
COc1ccc(-n2c(SCC(=O)Nc3ccccc3)nc(O)cc2=O)cc1
→ x, 2.2%, 5%, i, 0.3, x, x, x, -11%, x, x
COCCCn1c(C(=O)Nc2ccc3c(c2)OCO3)cc2c(=O)n3ccccc3nc21
→ x, 2.3%, 7%, i, 2.4, x, x, x, -2%, x, x
COc1ccc(OC)c(NC(=O)COC(=O)c2ccc(-n3cnnn3)cc2)c1
→ -0.8%, -0.7%, 1%, i, 1.9, -12, 1, -3%, 3%, 1.1, -6%
O=C(N/N=C/c1ccc([N+](=O)[O-])cc1)c1cc2ccccc2o1
→ x, 1.1%, 6%, i, 0.7, x, x, x, -8%, x, x
COc1ccc(-c2csc(Cc3nnc(N4CCOCC4)n3-c3ccccc3)n2)cc1OC
→ -3.0%, x, 4%, i, 6.8, 0, 8, -41%, 2%, 1.2, -23%
Cc1nc(N(C)C)c2sc(=S)n(-c3ccccc3)c2n1
→ -15%, 2.1%, 10%, i, 0.7, 8, -2, -1%, -5%, 0.9, -5%
CC1(C(=O)N/N=C/c2ccc3c(c2)OCO3)CC1(Br)Br (stereo unspecified)
→ x, 1.3%, 4%, i, 2.1, x, x, x, 1%, x, x
O=C(Nc1ccc(S(=O)(=O)N2CCCCC2)cc1)C1CC(=O)N(c2ccc(Cl)cc2)C1 (stereo unspecified)
→ x, 49%, -1%, i, 1.9, x, x, x, 4%, x, x
CCn1c(C(C)NC(=O)c2cccs2)n[nH]c1=S (stereo unspecified)
→ -8.6%, 0.6%, -5%, i, 2.0, -1, 20, 11%, 3%, 1, 4%
Cn1cc(CN(Cc2ccccc2)C[C@@H]2CCC(=O)N2)c(-c2ccccc2F)n1
→ -3.1%, 1.2%, 3%, i, 0.1, 6, -2, -2%, 3%, 1, 1%
O=C1/C(=C/c2cccc([N+](=O)[O-])c2)Oc2cc(O)ccc21
→ x, 7.2%, 0%, i, 0.7, x, x, x, -8%, x, x
c1ccc2c(N3CCCCC3)nnc(N3CCCCC3)c2c1
→ -11%, x, 2%, x, x, 12, 14, 7%, -2%, 1.1, 17%
O=C(O)CC/C(=N/Nc1ncc(C(F)(F)F)cc1Cl)C(=O)O
→ -1.2%, 1.2%, 2%, i, 0.3, -2, 10, 40%, 7%, 1.3, 45%
CCn1ccnc1CN(C)C(=O)c1cc(COc2ccc(OC)c3ccccc23)on1
→ x, 4.0%, 5%, i, 0.2, x, x, x, 2%, x, x
O=C(N/N=C/c1cccs1)c1n[nH]c2c1CCC2
→ 1.5%, -1.3%, 16%, u, x, -7, 2, 1%, -10%, 1.6, 12%
O=C(Nc1nnc(S(=O)(=O)Nc2ccccc2)s1)c1ccccc1Cl
→ x, 4.5%, -1%, i, 5.0, x, x, x, -14%, x, x
COc1ccc(C2C(C(C)=O)=C(O)C(=O)N2c2nccs2)c(OC)c1 (stereo unspecified)
→ -2.1%, 3.4%, 11%, i, 0.3, -15, 3, 4%, 3%, 1.1, -4%
Cc1ccc(C(=O)C2CCN(CC(=O)NC3CCCCC3)CC2)cc1
→ -3.9%, 0.9%, 3%, i, 8.2, 7, 0, -3%, 4%, 1.1, -4%
Cc1cc(-c2nnc(SCC(=O)Nc3ccc(Cl)cn3)n2N)n[nH]1
→ x, 5.0%, -4%, i, 0.6, x, x, x, -11%, x, x
CC(=O)NNC(=O)c1sc(=S)n2c1[nH]c(=O)c1sccc12
→ -2.8%, -0.3%, 6%, i, 0.4, -7, -9, x, -2%, 2.5, x
O=C(O)c1ccc(OC2CSC2)cc1
→ -7.3%, -0.4%, -1%, i, 0.7, -18, -7, -6%, -21%, 1.1, 0%
CCCCC#Cc1ccc2c(c1)COc1c3ccccc3nn1-2
→ x, 3.5%, -3%, i, 1.2, x, x, x, 2%, x, x
CCOC(=O)c1c(C)nn(Cc2cccc(Cl)c2)c1N
→ -22%, 5.5%, 4%, i, 1.9, 10, 21, 7%, 13%, 1, 6%
COc1cc(O)oc1C=Nc1ccccc1
→ 2.1%, 4.5%, 0%, +, 5.7*, -3, 91, 6%, 6%, 1, -1%
COC(=O)Cc1c(C)c2c(O)cc(C)cc2oc1=O
→ -6.6%, 6.7%, 4%, i, 0.6, 5, 2, -4%, 6%, 1.1, 5%
O=C(N/N=C/c1ccoc1)c1ccc([N+](=O)[O-])cc1
→ x, 0.9%, -3%, i, 0.6, x, x, x, -2%, x, x
O=C(O)CSc1nc2c(c(=O)[nH]1)CCCC2
→ -2.2%, -0.3%, 4%, i, 1.0, -27, -9, -4%, -7%, 1.1, -3%

Source: PubChem (several laboratories)
